Source: PubChem BioAssay
Imprint erasure = inducers of genomic imprint erasure in mouse ES cells. mouse ES Peg3-LacZ reporter, beta-gal luminescence, 40 h. actives 0.02% (n = 110,000). Potency, µM (titrated, usually from 60.7 µM), inactives show at the highest dose activity change, positive = activation, most hits filed as activators;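 further: 0% = negative control wells on the plate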
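Readout: BetaGlo luminescence (5 min, room temp) for LacZ from the normally silent maternal Peg3 allele in female Peg3LacZ-Neo ES cells. Cells 300/well, 40 h, 37C, 5% CO2. Data normalized per plate to negative controls.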
IkB signaling = suppresses IkB signaling in ABC-DLBCL reporter cells | Potency, µM (highest dose often 57.1 µM), for the others: at the highest dose IkBa stabilization activation | actives 0.04% (n = 110,000) | AID 445 | ABC-DLBCL IkBa-CBG/CBR dual luciferase ratio, 4 h; response scale: scaled: untreated 0%, proteasome inhibitor 100%; active means well fitted curve in the direction sought with a large enough effect in the signal ratio, not every such curve was filed as active; inconclusive means small, poorly fitted or top-dose-only effect, or a change in a side signal; the % refers to the signal ratio;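 further: the direction sought is a rising ratio; 0% = basal untreated cells and 100% = reference inhibitor full response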
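In this assay, an IκBα–CBG68 fusion accumulates when IKK-driven degradation is blocked; native CBR normalizes for cell number. OCI-Ly3 cells were treated 4 h with compound and doxycycline, then green and red light read after Chroma-Glo addition.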
p53ts 39C tox = p53ts cell cytotoxicity, nonpermissive temperature | H1299-p53A138V viability at 39C, ATP luminescence, 24 h | Potency, µM (top dose mostly 46.1 µM), for the others: top-dose activity change, negative = cell killing, usual class: cytotoxic | actives 1.5% (n = 130,000) | AID 902; further: nearly all actives have a fitted effect of over 55% in size
p53ts 32C kill = cytotoxicity in p53ts cells at permissive temperature. actives 0.93% (n = 130,000). AID 924. H1299-p53A138V at 32C, ATP luminescence viability, 24 h. Potency, µM (highest dose often 46.1 µM), for the others: at the highest dose activity change, negative = cytotoxicity, actives largely listed as cytotoxic;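 further: 0% = DMSO and -100% = full killing by reference compound; nearly all actives have a fitted effect of over 55% in size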
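Viability by ATPlite luminescence after 24 h compound treatment (up to 46 uM) at the permissive 32C. Cells are H1299 carrying p53 A138V. Scale runs from DMSO basal to 100 uM tamoxifen as full kill; AC50 from Hill fits.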
* = called active by the depositor; u = inconclusive; x = no result given; & = joins results of further samples; [ ] = dose if it differs, or a comment. Unless noted, the call rests on the fitted dose curve; in most records, active means well fitted curve in the direction sought with a large enough effect; inconclusive means small, poorly fitted or top-dose-only effect, or another doubt; inactive means no such curve, though single readings can be large; an effect the other way counts as inactive or inconclusive. Unless noted, on the % scale 0 is the no-effect control and ±100 the full control effect; potency means the concentration at half of the fitted maximal effect.

SMILES	Imprint erasure	IkB signaling	p53ts 39C tox	p53ts 32C kill
O=C(/C=C/c1ccccc1)Nc1cc(-c2nc3ccccc3o2)ccc1Cl	-6%[10.9 µM]	-2.9%	14%	-3%
Cc1cc(NC(=O)c2noc3c2CCCC3)nn1Cc1ccc(Cl)cc1	-25%	u	-12%	18%
C1CN(CC23CC4CC(CC(C4)C2)C3)CCO1	x	x	7%	0%
Cc1ccc(Cl)cc1NC(=O)c1ccc2snnc2c1	-4%[10.9 µM]	-0.7%	10%	-5%
O=C(OCC(=O)N1CCN(C(=O)c2ccco2)CC1)c1ccccc1C(=O)c1ccc(Cl)cc1	-16%	-1.0%	-8%	-2%
COc1ccc(-c2nn3c(-c4ccccn4)nnc3s2)cc1OC	x	x	2%	-5%
CCN(CC)CCCNC(=O)Cn1nc(N2CCN(c3ccccc3OC)CC2)ccc1=O	-6%[10.9 µM]	-1.2%	2%	-5%
COc1cc(OC)c(C(=O)CCCCN2CCC3(CC2)NC(=O)NC3=O)cc1NS(=O)(=O)c1ccc(C(F)(F)F)cc1	1%	-0.3%	-7%	5%
Cc1noc(C)c1COc1ccc(C(=O)OCC(=O)c2ccc3c(c2)OCCO3)cc1	9%	1.0%	-9%	-8%
CC(NC(=O)CSc1ncnc2nc[nH]c12)c1ccccc1 (centres undefined)	-2%	-0.7%	9%	5%
CCc1cccc(C)c1NC(=O)CSc1nc2c(c(=O)[nH]1)CCC2	-10%[10.9 µM]	-0.4%	1%	-5%
O=C1CC(C(=O)NCc2ccccc2)C2(CCCC2)O1 (centres undefined)	x	14%	10%	-3%
O=C(CCn1ccc2cc(S(=O)(=O)N3CCCC3)ccc21)NCc1cccc(F)c1	-7%[10.9 µM]	1.0%	4%	13%
COc1ccc(N=C(N(C)C)P(=O)(N(C)C)N(C)C)cc1	-10%	0.5%	-7%	1%
Cc1ccc(CN2C(=O)CCC2C(=O)NCCCN2CCC(C)CC2)cc1 (centres undefined)	-15%	-0.9%	-9%	-1%
CCOC(=O)Nc1ccc2c(c1)nc(CN1CCOCC1)n2C	-5%	2.1%	-3%	2%
Cn1cc(C(=O)NCCc2ccccc2)c(=O)c2cc(S(=O)(=O)N3CCCCC3)ccc21	-1%[10.9 µM]	u	27%	4%
CCOC(=O)c1c(-c2ccc(C)cc2)csc1NC(=O)c1cc(-c2ccc(OC)cc2)on1	-3%[10.9 µM]	0.0%	-4%	-9%
CCOC(=O)CSc1nnc(CNC(=O)Cc2ccccc2)n1-c1ccccc1OC	1%	u	8%	6%
CCOC(=O)Cc1csc(NC(=O)c2ccoc2C)n1	-92%[inhibitor]	19%	3%	5%
CC1(C)CC(=O)C2=C(C1)N(CCN1CCOCC1)C1=C(C(=O)CC(C)(C)C1)C2c1cccc(Cl)c1	-12%	2.5%	-9%	9%
COCC(=O)NCCc1nc(-c2ccccc2)cs1	-6%	0.8%	-9%	7%
Cc1ccc(S(=O)(=O)NCC(=O)OCC(=O)N2CCc3ccccc32)cc1	17%	-0.1%	8%	-6%
O=c1[nH]c2ccccc2n1CCCSc1cnc2ccccc2n1	-16%	-4.4%	6%	7%
Cc1ccc(-n2c(=O)c3c(c4cc(C)ccc4n3C)n(CC(=O)Nc3cc(C)cc(C)c3)c2=O)cc1	5%[10.9 µM]	1.3%	-19%	-11%

(continued)
SMILES	Imprint erasure	IkB signaling	p53ts 39C tox	p53ts 32C kill
COc1ccc(OC)c(NC(=O)c2cc(C3CC3)nc3c2c(C)nn3-c2ccc(C)cc2)c1	-4%[10.9 µM]	u	19%	-4%
CCC1CCCCN1C(=O)Nc1ccc(F)cc1 (centres undefined)	-13%	-1.5%	4%	2%
Cc1cn2c(=O)cc(COC(=O)c3ccc(NC(=O)COc4ccccc4C)cc3)nc2s1	-19%[10.9 µM]	1.7%	-17%	2%
O=C(O)c1ccccc1-c1ccc(/C=c2\sc3nc4cc(Br)cnc4n3c2=O)o1	-1%	3.7%	6%	-2%
CCCc1nc(N)c(C#N)c(-c2ccco2)c1CC	-6%	0.5%	-5%	-8%
N=c1sccn1CC(=O)Nc1ccccc1-c1ccccc1	-10%	0.8%	1%	2%
COc1ccc(OC)c(NC(=O)N2CCC(N3CCN(Cc4ccc(F)cc4)C(=O)C3=O)CC2)c1	-5%[10.9 µM]	0.3%	-15%	5%
O=C(O)Cc1[nH]cnc1C(=O)O	-2%[10.9 µM]	-0.7%[11.4 µM]	7%[9.22 µM]	2%[9.22 µM]
COC(=O)c1cc(NC(=O)c2c(Cl)nc3sccn23)cc(C(=O)OC)c1	-5%	0.1%	-5%	2%
CCN(CC)C(=O)c1cc2c(=O)oc3ccccc3c2s1	x	x	14%	17%
Cc1ccc(S(=O)(=O)Nc2nncs2)cc1	-2%	1.1%	1%	-1%
O=C(Nc1cc(N2CCOCC2)ncn1)Nc1cccc2ccccc12	-8%	-8.1%	-2%	-6%
CC(C)(C)C(=O)/C=C(N)/C=C/c1ccccc1	-5%	-0.1%	-3%	-6%
COc1ccc(C2C(=O)N(C3CCCCCC3)CC(=O)N2Cc2ccccc2)cc1 (centres undefined)	-17%[10.9 µM]	-0.5%	-19%	6%
O=C(Cc1ccc(F)cc1)NCc1ccc2c(c1)CCN2C(=O)c1ccc(F)cc1	-12%[10.9 µM]	u	u	-17%
COc1ccccc1OCCn1c(CO)nc2ccccc21	-10%	-0.2%	-6%	-3%
COc1ccc(NC(=O)N2CC[C@@]3(CCCN(S(C)(=O)=O)C3)C2)cc1	x	-3.5%[11.4 µM]	7%	7%
O=C(NCCCN1CCOCC1)c1cc(-c2ccc(Cl)cc2)on1	-12%	u	-9%	-4%
Cc1cc(C)c2c(n1)SCC(=O)N2CC(=O)NCCC1=CCCCC1	-18%	-4.2%	4%	2%
O=C1CSC(=Nc2cc(Cl)ccc2Cl)N1	-13%	0.3%	-1%	9%
CC1=CC(=O)CC(C)(C)C1(O)/C=C/C(C)=C\C(=O)O (centres undefined)	3%&-2%&12%	-0.5%	-15%	9%[1.84 µM]
Cc1cccc(-c2nc(S(=O)(=O)c3ccc(Cl)cc3)c(N3CCCCCC3)o2)c1	-20%[10.9 µM]	u	-2%	-1%
CCCCCN1C(C(=O)c2ccccc2)=C(NC(=O)c2ccc(OC)c(OC)c2)c2ccccc2S1(=O)=O	-14%[10.9 µM]	-1.6%	10%	11%
CC(=O)N1c2ccc(S(=O)(=O)N3CCCCCC3)cc2CC1C(=O)NCc1ccccc1F (centres undefined)	12%[10.9 µM]	0.1%	u	1%
COC(=O)c1ccc(CSCC(=O)Nc2cc(OC)cc(OC)c2)o1	1%	-0.3%	-16%	-18%

The results go on.
SMILES	Imprint erasure	IkB signaling	p53ts 39C tox	p53ts 32C kill
Cn1nc(-c2ccccc2F)c2cc(C(=O)N3CCN(c4ccccc4F)CC3)sc21	-9%[10.9 µM]	u	5%	10%
CCc1ccc(C(=O)c2cn(CC(=O)Nc3cc(C)ccc3C)c3nc(C)ccc3c2=O)cc1	-8%[10.9 µM]	1.8%	-5%	2%
COc1ccc(NC(=O)CCN2CCCC2)c(OC)c1	x	x	6%	9%
C[C@@](N)(C(=O)O)c1ccc(P(=O)(O)O)cc1	-10%	-0.4%	2%	1%
C=NC(C(=O)NC1C(=O)N2C1SC(C)(C)C2C(=O)O)c1ccccc1 (centres undefined)	2%	x	-3%	9%
COc1ccc(Br)cc1CNC(=O)Cn1c(=O)c2cccn2c2ccc(F)cc21	-16%[10.9 µM]	1.0%	2%	0%
COc1ccc(CNC(=O)Cn2nc3c(cc2=O)CCCC3)cc1	21%[10.9 µM]	u	-4%	1%
CCOC(=O)c1c(NC(=O)c2ccc(Cl)s2)sc(C)c1C	-5%	-1.8%	-6%	-10%
Cc1ccc(C)c(NC(=O)c2ccccc2O)c1	-34%[inhibitor]	u	-9%	9%
O=C(O)c1cc2c(ccc3ccccc32)[nH]1	-6%	-2.1%	0%	1%
Cc1ccc(C)c(Cn2c(SCC(=O)NCc3ccccc3)nc3ccccc32)c1	-6%[10.9 µM]	u	-11%	1%
Cc1cc(F)ccc1S(=O)(=O)NCC(c1ccco1)S(=O)(=O)c1cccs1 (centres undefined)	13%[10.9 µM]	3.9%	19%	3%
COc1ccc(CNC(=O)c2ccc3c(O)c(S(=O)(=O)c4ccccc4)c(=O)[nH]c3c2)cc1	-10%[10.9 µM]	-0.8%	-10%	4%
COc1ccc(C2C(C(C)=O)=C(C)N=c3s/c(=C\c4cc(C)n(C)c4C)c(=O)n32)c(OC)c1 (centres undefined)	-21%	0.4%	13%	38%[activator]
CC(=O)N1CCc2c(sc3c2c(=O)n(-c2ccccc2)c(=O)n3CC(=O)Nc2cccc(C)c2)C1	-10%[10.9 µM]	4.6%	-5%	8%
COc1ccc(CCNC(=O)c2ccc(Cn3c(=O)c4ccccc4n(CC(=O)C(C)(C)C)c3=O)cc2)cc1OC	-8%[10.9 µM]	-3.6%	-4%	17%
O=C(NCCCN1CCOCC1)c1ccc(S(=O)(=O)N2CCOCC2)cc1	-6%	-0.7%	30%	-2%
Cc1ccc(NC(=O)COC(=O)CCc2c[nH]c3ccccc23)cc1[N+](=O)[O-]	x	x	-4%	-18%
CCC(=O)Nc1ccc(C(=O)CSc2nnc(CNc3ccc(Cl)cc3)o2)cc1OC	-13%	3.8%	-19%	-3%
COc1cccc(C(=O)NCC(c2ccc(N(C)C)cc2)N2CCc3ccccc32)c1 (centres undefined)	-15%[10.9 µM]	u	u	2%
CC1CCCN(c2nc3c(c(=O)n(C)c(=O)n3C)n2Cc2ccccc2)C1 (centres undefined)	-13%	u	5%	7%
CCOC(=O)C1CCCN(c2c(NCCCN(C)Cc3ccccc3)c(=O)c2=O)C1 (centres undefined)	-19%	-1.0%	-11%	-2%
CC1=c2c(oc3cc(O)c(Nc4c(C)cc(O)cc4O)c(C)c23)=CC(=O)C1=Nc1c(C)cc(O)cc1O	-10%[10.9 µM]	1.2%[11.4 µM]	10%[9.22 µM]	-8%[9.22 µM]
Cc1csc2nc(COC(=O)c3ccccc3NC(=O)c3ccccc3Cl)cc(=O)n12	-10%[10.9 µM]	2.1%	-6%	9%
O=C(OCCCN1CCCCC1)c1ccc(O)cc1	-3%	0.6%	-2%	1%

Grouped by structure: the entries above containing an aryl thioether with sulfur outside any ring.
SMILES	Imprint erasure	IkB signaling	p53ts 39C tox	p53ts 32C kill
CC(NC(=O)CSc1ncnc2nc[nH]c12)c1ccccc1 (centres undefined)	-2%	-0.7%	9%	5%
CCc1cccc(C)c1NC(=O)CSc1nc2c(c(=O)[nH]1)CCC2	-10%[10.9 µM]	-0.4%	1%	-5%
CCOC(=O)CSc1nnc(CNC(=O)Cc2ccccc2)n1-c1ccccc1OC	1%	u	8%	6%
O=c1[nH]c2ccccc2n1CCCSc1cnc2ccccc2n1	-16%	-4.4%	6%	7%
Cc1ccc(C)c(Cn2c(SCC(=O)NCc3ccccc3)nc3ccccc32)c1	-6%[10.9 µM]	u	-11%	1%
CCC(=O)Nc1ccc(C(=O)CSc2nnc(CNc3ccc(Cl)cc3)o2)cc1OC	-13%	3.8%	-19%	-3%

Carrying on:
SMILES	Imprint erasure	IkB signaling	p53ts 39C tox	p53ts 32C kill
CCc1ccc(-c2[nH]nc3nc(-c4ccc(OC)cc4)cc(C(=O)NCCCOC)c23)cc1	-11%[10.9 µM]	1.9%	28%	4%
O=C(COc1ncnc2c(Cl)cc(Cl)cc12)N1CCCCC1	-7%	-0.8%	0%	-1%
Cc1cccc(N2CCN(C(=O)c3cc4ccc5cccnc5c4[nH]3)CC2C)c1 (centres undefined)	14%[10.9 µM]	-5.8%	u	-5%
CCOC(=O)C1CCCN(c2c(NCCCN(CC)c3ccccc3)c(=O)c2=O)C1 (centres undefined)	-15%	-0.2%	-8%	-2%
CCOc1cc(C(=O)NCC(c2ccc(N(C)C)cc2)N2CCOCC2)cc(OCC)c1OCC (centres undefined)	6%[10.9 µM]	u	-20%	7%
COc1ccc(NC(=O)N2CC3(CCN(C(C)=O)CC3)C2)cc1	x	3.3%[11.4 µM]	-3%	3%
CCC1=C2CC[C@H]3C(=O)N(CC)C(=O)[C@H]3[C@H]2[C@@]2(Cc3ccccc3)C(=O)N(CCOC)C(=O)N2C1=O	-8%	x	-20%	0%
CCCN1C2CCCC1CC(NC(=O)c1ccccc1OCC)C2 (centres undefined)	-8%	1.2%	5%	4%
